# Dicer processing = inhibitors of Dicer pre-microRNA processing, primary screen, biochemical, cat-ELCCA, chemiluminescence. cat-ELCCA pre-miR-21 Dicer processing; stronger effect = higher value. z-score at 25 µM. 47,000 compounds, 6% hits; in the data active = z-score above about 3, passing the limit was not always enough;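 note: plate controls were vehicle for no effect and no enzyme for full effect; higher signal means more uncleaved substrate so more Dicer inhibition; strong numbers were not always called active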
# Target sequence (Q9UPY3 whole entry, looked up): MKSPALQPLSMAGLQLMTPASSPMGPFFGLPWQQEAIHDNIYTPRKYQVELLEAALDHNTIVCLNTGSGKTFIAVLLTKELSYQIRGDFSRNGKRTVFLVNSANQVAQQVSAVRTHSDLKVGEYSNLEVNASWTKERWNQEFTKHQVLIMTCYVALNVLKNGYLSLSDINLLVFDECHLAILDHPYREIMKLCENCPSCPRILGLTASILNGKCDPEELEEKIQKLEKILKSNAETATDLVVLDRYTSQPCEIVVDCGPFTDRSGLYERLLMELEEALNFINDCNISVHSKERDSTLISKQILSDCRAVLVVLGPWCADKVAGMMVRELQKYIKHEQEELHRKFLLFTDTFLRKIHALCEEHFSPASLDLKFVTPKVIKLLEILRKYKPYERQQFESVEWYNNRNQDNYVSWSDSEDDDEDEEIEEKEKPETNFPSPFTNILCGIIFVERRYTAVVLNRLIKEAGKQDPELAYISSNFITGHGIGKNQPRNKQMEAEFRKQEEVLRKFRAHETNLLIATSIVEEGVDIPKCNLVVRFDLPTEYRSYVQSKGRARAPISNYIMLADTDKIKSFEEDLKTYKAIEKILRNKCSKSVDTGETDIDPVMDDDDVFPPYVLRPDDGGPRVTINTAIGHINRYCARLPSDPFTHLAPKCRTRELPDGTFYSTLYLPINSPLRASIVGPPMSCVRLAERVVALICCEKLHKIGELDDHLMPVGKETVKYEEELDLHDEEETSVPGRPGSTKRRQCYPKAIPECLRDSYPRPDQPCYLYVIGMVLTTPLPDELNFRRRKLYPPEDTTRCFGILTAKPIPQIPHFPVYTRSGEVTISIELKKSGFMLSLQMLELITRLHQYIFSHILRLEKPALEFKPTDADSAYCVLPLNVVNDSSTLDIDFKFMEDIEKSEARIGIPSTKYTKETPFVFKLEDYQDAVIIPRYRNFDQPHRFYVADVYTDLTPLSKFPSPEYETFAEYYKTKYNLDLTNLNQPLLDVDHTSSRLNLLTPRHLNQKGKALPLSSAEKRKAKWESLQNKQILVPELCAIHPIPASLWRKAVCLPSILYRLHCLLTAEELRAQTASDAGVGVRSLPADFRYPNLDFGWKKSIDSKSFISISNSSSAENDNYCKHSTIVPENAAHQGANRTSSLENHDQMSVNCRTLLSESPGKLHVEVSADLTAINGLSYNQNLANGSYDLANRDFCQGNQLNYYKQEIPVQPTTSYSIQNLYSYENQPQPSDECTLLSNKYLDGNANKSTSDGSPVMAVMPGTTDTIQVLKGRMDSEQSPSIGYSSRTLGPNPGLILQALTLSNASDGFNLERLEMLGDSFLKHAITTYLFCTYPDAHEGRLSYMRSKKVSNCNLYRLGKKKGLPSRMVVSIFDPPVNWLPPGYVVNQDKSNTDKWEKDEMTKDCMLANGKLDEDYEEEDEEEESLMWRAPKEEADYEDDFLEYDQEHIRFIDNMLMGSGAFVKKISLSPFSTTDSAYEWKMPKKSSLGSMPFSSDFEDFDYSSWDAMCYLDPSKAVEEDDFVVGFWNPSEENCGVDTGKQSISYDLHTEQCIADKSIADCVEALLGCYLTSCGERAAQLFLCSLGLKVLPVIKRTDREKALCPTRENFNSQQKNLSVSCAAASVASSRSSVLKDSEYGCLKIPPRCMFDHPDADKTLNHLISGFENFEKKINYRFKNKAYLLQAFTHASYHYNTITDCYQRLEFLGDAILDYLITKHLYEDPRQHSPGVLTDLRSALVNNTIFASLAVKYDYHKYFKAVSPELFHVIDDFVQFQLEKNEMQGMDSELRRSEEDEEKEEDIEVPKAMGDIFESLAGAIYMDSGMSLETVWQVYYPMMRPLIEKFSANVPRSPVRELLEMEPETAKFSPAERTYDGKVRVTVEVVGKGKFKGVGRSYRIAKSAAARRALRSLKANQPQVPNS
# * marks the source's active call; other numbers are inactive results.
item	Compound	Dicer processing
1	Cc1ccc(-c2nc(C(F)(F)F)cc(=O)[nH]2)cc1	-0.1
2	COc1cc(CNCCSc2nnnn2C)ccc1OCc1ccccc1	1
3	CC1=C(C(=O)OC(C)C)C(c2cccc(F)c2)n2c(nc3ccccc32)N1 (stereo not given)	-1
4	N#Cc1c(C(F)(F)F)cc(-c2ccccc2)nc1S/C=C(\O)c1cc2ccccc2o1	-0.45
5	CCN(CC)C(=O)Cn1cc(C(=O)C2CC2)c2ccccc21	4.1*
6	COc1ccc(C2CC(=O)C3=C(C2)NC(C)=C(C#N)C3c2ccc3c(c2)OCO3)cc1 (stereo not given)	0.58
7	O=C1CC(NCC2CCCO2)C(=O)N1c1ccc(F)cc1 (stereo not given)	-2.5
8	Cc1cc(-c2nnc(CSc3cc(Cl)ccc3Cl)o2)ccc1[N+](=O)[O-]	-0.87
9	CCOC(=O)c1cc(-c2ccc(Cl)cc2)n(-c2ccccc2)c1C	1.9
10	CCOC(=O)c1cc(CC)sc1NC(=S)Nc1cccc(Cl)c1	7.1*
11	COC(=O)C1C2C=CC3(CN(C4CCCCC4)C(=O)C13)O2 (stereo not given)	0.74
12	CCOC(=O)NC(NCCc1ccc(OC)c(OC)c1)(C(F)(F)F)C(F)(F)F	-1.3
13	COc1ccc(-c2oc3ncnc(NCCCO)c3c2-c2ccc(OC)cc2)cc1	0.89
14	CCOC(=O)C1=C(C)Nc2ccccc2S1	-1.1
15	Cc1ccccc1N1C(=O)CSC1=S	0.65
16	CC(=O)/C(=C\Nc1nc(C)cc(C)n1)S(=O)(=O)c1ccc(Cl)cc1	-0.27
17	CC1=C(C#N)C(c2ccccc2)C2=C(N1)c1ccccc1C2=O (stereo not given)	-1.2
18	CNC(=S)N/N=C(\C)c1ccc(OC)cc1	2.4
19	Fc1ccc(CNC(=S)Nc2ccc(F)cc2F)cc1	-0.8
20	Clc1ccc(/C=C/c2nc3ccccc3o2)cc1	0.72
21	CN(C)/C=C/c1nnnn1-c1ccc(Br)cc1	2.1
22	CCOC(=O)c1cc(CC)sc1NC(=O)CC#N	0.27
23	Cc1ccc2oc(-c3ccccc3)cc(=O)c2c1	4.7*
24	O=C(Cn1cc(C(=O)C2CC2)c2ccccc21)NC1CCCC1	0.27
25	CCOC(=O)c1sc(SC)c(S(=O)(=O)C(C)C)c1N	-1.2
26	CSc1nnc(SCC(=O)N2CCC(C(F)(F)F)CC2)s1	0.92
27	CN1C(=O)CC[C@H]1c1cccnc1	0.56
28	Clc1ccc(-n2nnnc2-c2cccnc2)c(Cl)c1	-0.52
29	O=C(CSC1CC(=O)N(c2ccccc2)C1=O)Nc1ccc(Cl)cc1 (stereo not given)	-1.4
30	COC(=O)c1cc(OC)c(OC)cc1NC(=O)c1cnc(N(C)C)nc1C(F)(F)F	-0.21
31	O=[N+]([O-])c1ccc(Sc2ssc(=S)c2-c2ccccc2)nc1	-1.8
32	COC(=O)c1ccc(CSc2nc(N)c3c4c(sc3n2)CCCC4)cc1	2.2
33	Cc1ccc(C(=O)CC(=O)c2ccc(C)cc2O)cc1	3.6*
34	Cc1nc(C(F)(F)F)c(C(=O)NNc2cccc(C(F)(F)F)n2)s1	-0.73
35	COc1ccc(-c2nc(Nc3c(C)n[nH]c3C)sc2C)cc1	-3.1
36	COc1ccc(CCN2CC(C#N)=C3c4cc(OC)c(OC)cc4CCN3C2)cc1OC	2.1
37	O=C(Nc1ccc(Cl)cc1)c1cncc(C#Cc2ccccc2)c1	2
38	CNC(=O)NNC(=O)c1ccc(C(C)(C)C)cc1	-2.4
39	Cc1ccc2oc3c(c(=O)c2c1)C(c1ccc(O)cc1)N(Cc1ccccc1Cl)C3=O (stereo not given)	-0.06
40	Cc1ccc(N2C(=O)CC(=O)N(c3ccc(C)c(C)c3)C2=S)cc1C	0.05
41	Cn1c2c(c(=O)n(C)c1=O)CN(CC1CC1)CN2	-3.2
42	NC(=S)N/N=C/c1cccc(Cl)c1	-0.23
43	CCN1CCN(c2nc3c(c(=O)n(C)c(=O)n3C)n2Cc2ccc(Cl)cc2)CC1	-1.1
44	Nc1nc(-c2ccncc2)nc2c1cnn2-c1ccccc1	-0.33
45	COc1ccc(CCN2C(=O)C(Oc3ccccc3C)C2c2ccc3c(c2)OCO3)cc1OC (stereo not given)	0.75
46	O=C(CN1CCOCC1)Nc1ccccc1Sc1nccc(C(F)(F)F)n1	-1.4
47	COc1ccc2c(C)nc(Nc3nc(-c4ccccc4)cc(=O)[nH]3)nc2c1	0.18
48	CC(=O)Nc1c(C)sc(C)c1C(=O)O	0.31
49	CSCCn1c(-c2ccccc2)cc(C(=O)NCc2ccco2)c1C	0.87
50	Cc1cc2nc3c(=O)[nH]c(=O)nc-3n(CC(O)C(O)C(O)CO)c2cc1C (stereo not given)	-3.4
51	O=C(Nc1ccc(N2CCOCC2)cc1)c1ncn[nH]1	2
52	CC1CCCN(S(=O)(=O)c2cc(Cl)ccc2Cl)C1 (stereo not given)	-0.64
53	CCCS(=O)(=O)c1c(S(=O)(=O)CCC)c2cc(-c3ccncc3)ccn2c1C(=O)OC	0.52
54	O=C(Oc1ccc2ccccc2c1)c1ccncc1	0.81
55	CC1(C)NC(=O)N(CC(O)Cn2c3ccccc3c3ccccc32)C1=O (stereo not given)	-0.32
56	COC(=O)c1sccc1-c1ccc(CN2CCCc3cc(OC)ccc32)o1	0.8
57	C=CCOC(=O)C1=C(C)Nc2nc3ccccc3n2C1c1ccccc1 (stereo not given)	-2.1
58	O=C(CSc1nccc(=O)[nH]1)n1c2c(c3ccccc31)CCCC2	-3.1
59	COC(=O)c1cc(OC)c(OC)cc1NS(=O)(=O)c1c(Cl)cc(Cl)cc1Cl	0.32
60	CCOC(CC(=O)NNC(=O)Nc1ccc(Cl)cc1)OCC	0.49

# Carrying on:
item	Compound	Dicer processing
61	O=C(O)c1cccc2c1NC(c1ccc(F)cc1)C1C3CCC(C3)C21 (stereo not given)	-0.35
62	CCCCOc1cc(C(=O)NCCN(CC)CC)c2ccccc2n1	0.78
63	CCOC(=O)c1[nH]ncc1-c1ccc(Cl)cc1Cl	0.41
64	Cc1nn(-c2ccccc2)c2c1C(c1ccccc1Cl)C1=C(CC(C)(C)CC1=O)N2 (stereo not given)	-0.73
65	COc1ccccc1Nc1nc(-c2sc(N)nc2C)cs1	-3.3
66	CC1=C(C(=O)Nc2cccc(F)c2)C(c2ccc(C(C)(C)C)s2)C2=C(CCCC2=O)N1 (stereo not given)	2.2
67	CCCCNC(=O)c1cc(S(=O)(=O)N(C)C)oc1C	0.27
68	CCCCOC(=O)c1cccc2c1-c1ccccc1C2=O	0.16
69	Cc1cc(Oc2ccc(C(F)(F)F)cc2[N+](=O)[O-])c2cccc(Cl)c2n1	-0.62
70	CCCCSC1=C(C#N)C(=O)NC(CO)S1 (stereo not given)	-2.4
71	CCCCCCCCCCC(C)(C)C(=O)Nc1c(OC)cc(OC)cc1OC	-1.8
72	COCCNC(=O)[C@H](C)NC(=O)c1ccc(Cl)cc1Cl	1.9
73	Cn1c(=O)c2c(-c3ccccc3)n(-c3ccccc3N)cc2n(C)c1=O	1.5
74	Clc1cccc(-c2nc(-c3ccccc3)ncc2-c2nnnn2-c2ccccc2)c1	-0.15
75	CC(C)c1ccc(COC(=O)Nc2ccc(CSc3ccc(Cl)cc3)o2)cc1	-0.99
76	COc1ccc(C2CC3CC(c4ccccc4)N2O3)cc1 (stereo not given)	0.19
77	O=C(O)C1CCCN(S(=O)(=O)c2ccccc2)C1 (stereo not given)	-0.08
78	Cc1c(Sc2ccc(Cl)cc2)cnn1CCC#N	0.45
79	O=C(O)/C=C/C(=O)Nc1ccc(Cl)c(C(=O)O)c1	-1.1
80	Fc1ccc(C2Sc3ccccc3N=C3c4ccccc4SCC32)cc1 (stereo not given)	-2.3

# Laid out differently: 4 of the compounds above.
64. Cc1nn(-c2ccccc2)c2c1C(c1ccccc1Cl)C1=C(CC(C)(C)CC1=O)N2 (stereo not given)
- Dicer processing = -0.73

65. COc1ccccc1Nc1nc(-c2sc(N)nc2C)cs1
- Dicer processing = -3.3

66. CC1=C(C(=O)Nc2cccc(F)c2)C(c2ccc(C(C)(C)C)s2)C2=C(CCCC2=O)N1 (stereo not given)
- Dicer processing = 2.2

67. CCCCNC(=O)c1cc(S(=O)(=O)N(C)C)oc1C
- Dicer processing = 0.27

# (further entries)
item	Compound	Dicer processing
81	Cc1nn(-c2ccc(Cl)cc2)c2nc(-c3ccco3)cc(C(F)(F)F)c12	4.7*
82	C=CCOC(=O)c1sc(N2C(=O)c3oc4ccccc4c(=O)c3C2c2ccccc2)nc1C (stereo not given)	-0.59
83	O=C1C2C(c3ccccc3)OC3(C(=O)c4ccccc4C3=O)C2C(=O)N1CCc1ccc(F)cc1 (stereo not given)	0.83
84	O=C(ON(Cc1c(F)cccc1Cl)Cc1c(F)cccc1Cl)c1cccs1	-0.18
85	COc1cccc(-c2nc(-c3cccc(C)c3)no2)c1OC	1.2
86	O=C(O)C1CCN(c2c(-c3ccccc3)c3cc(Cl)ccc3[nH]c2=O)CC1	-0.45
87	CCCCCSc1nnc2c(n1)OC(CC)N(C(C)=O)c1ccccc1-2 (stereo not given)	-0.51
88	C=CCn1c(=O)c(C(=O)Nc2cccc(O)c2)c(O)c2ccccc21	11*
89	CC1CCc2nc(N)c(C#N)c(-c3ccncc3)c2C1 (stereo not given)	-0.15
90	N#Cc1cccnc1NNC(=O)c1ccccc1C(=O)O	0.22
91	COC(=O)C1=C(C(=O)c2ccc(C)cc2)C(c2ccccc2F)n2nnnc2N1 (stereo not given)	0.83
92	CC(C)(C)NC(=S)Nc1ccc(F)c(Cl)c1	17
93	COc1cc(C(CC(=O)O)CC(=O)N2CCC(n3cccc3)CC2)cc(OC)c1OC (stereo not given)	-1.1
94	Cc1nc(N/N=C2\CCCc3ccccc32)sc1C	0.78
95	COc1cccc(C2C3=C(Nc4c2c(=O)[nH]c(=O)n4C)c2ccccc2C3=O)c1OC (stereo not given)	1.1
96	Cn1c(-c2ccccc2)[n+](C)c2ccccc21	-1.6
97	Cc1ccc(C(=O)CSc2nc(N)cc(=O)[nH]2)cc1	-2
98	O=C1c2ccccc2-c2ccc(N3CCOCC3)c3cccc1c23	-0.3
99	Cc1nc(-c2ccc(NS(=O)(=O)c3ccc(Cl)cc3)cc2)cs1	5.9*
100	O=C(Nc1cc(-c2ccccc2)[nH]n1)c1ccc(Cl)cc1	2.7

# Grouped by structure, the entries above containing a tert-butyl group (3)
item	Compound	Dicer processing
38	CNC(=O)NNC(=O)c1ccc(C(C)(C)C)cc1	-2.4
66	CC1=C(C(=O)Nc2cccc(F)c2)C(c2ccc(C(C)(C)C)s2)C2=C(CCCC2=O)N1 (stereo not given)	2.2
92	CC(C)(C)NC(=S)Nc1ccc(F)c(Cl)c1	17

# The results go on:
item	Compound	Dicer processing
101	CN1C/C(=C\c2ccccc2)C(=O)/C(=C/c2ccccc2)C1	-1.6
102	CC1CC(C)CN(c2ccc(N)cc2C(=O)O)C1 (stereo not given)	-1.6
103	Clc1ccc(Cc2nc(-c3ccccc3)cs2)cc1	-0.36
104	Cc1cc(C)c(C(N)=O)c(SCC(=O)c2ccc(Cl)cc2)n1	0.93
105	COc1ccc(C2C(C(=O)OC3CCCCC3)=C(C)NC3=C2C(=O)CCC3)cc1 (stereo not given)	0.6
106	CC(O)CNc1nc2c([nH]1)c(=O)n(C)c(=O)n2C (stereo not given)	-0.15
107	COc1ccc2c(c1)C(=O)N(CCc1ccc(S(=O)(=O)NC(=O)NC3CCCCC3)cc1)C(=O)C2(C)C	-0.13
108	CN[C@@H]1[C@H](O[C@H]2[C@H](O[C@@H]3[C@@H](O)[C@H](O)[C@@H](N=C(N)N)[C@H](O)[C@H]3N=C(N)N)O[C@@H](C)[C@]2(O)C=O)O[C@@H](CO)[C@H](O)[C@H]1O	0.9
109	NC(=O)N1c2ccccc2C=Cc2ccccc21	-0.73
110	COc1ccc2c(c1)CCc1sc(/N=C/NO)nc1-2	1.9
111	CCOc1ccc(N2C(=O)CC(N3CCN(c4ncccn4)CC3)C2=O)cc1 (stereo not given)	-0.19
112	COc1ccc(-c2noc(-c3ccc(C)cc3Cl)n2)cc1OC	-1.3
113	CC(C)(C)OC(=O)NCCNC(=S)NC1CCCCC1	-0.62
114	COc1cc(C=Nc2ccc3oc(=O)ccc3c2)cc(OC)c1OC	0.4
115	O=C(c1ccc(F)cc1)N1CCCn2c(SCc3ccccc3Cl)nnc21	2.5
116	Cc1ccc2oc(-c3ccccc3F)c(O)c(=O)c2c1	1.9
117	Cc1ccc(-n2c(C)ccc2C)nc1	1.4
118	CC1CC(NC(=S)Nc2ccc(I)cc2F)CC(C)(C)C1 (stereo not given)	1
119	CSc1scc2c1/C(=N/OC(=O)Nc1ccccc1)CC(C)(C)C2	-2.1
120	O=C(O)c1sc(C(=O)O)c(-c2ccco2)c1-c1ccco1	-0.5
121	Cc1ccc2nc3sc4ccc(Cl)cc4n3c(=O)c2c1	-0.55
122	Cc1ccc2oc(-c3ccco3)c(O)c(=O)c2c1	-2.9
123	CCN(CC)CCSc1nc2ccccc2[nH]1	0.05
124	Cc1ccc(C)c(S(=O)(=O)NCc2ccncc2)c1	-0.6
125	O=C(NCc1cc(Cl)ccc1Cl)c1cc2cccc([N+](=O)[O-])c2[nH]1	-1.8
126	CN1CCN(Cc2c(O)ccc3c(=O)c(-c4ccccc4Cl)coc23)CC1	-1.4
127	CSc1nc(N)n(-c2cc(Cl)cc(Cl)c2)n1	2
128	Cc1oc(S(=O)(=O)N2CCCC2)cc1C(=O)O	-1.4
129	N#CC(=Nc1ccccc1)C1=C(O)c2ccccc2C1=O	-0.66
130	COc1cccc(C2C(C#N)=C3N=C(N)c4ccccc4N3C3=C2C(=O)CCC3)c1OC (stereo not given)	-2.4
131	O=S(=O)(c1ccc(-n2cccn2)cc1)N1CCCc2ccccc21	0.08
132	COC(=O)c1cn(C(=O)c2cnn3c(C(F)F)cc(-c4ccccc4)nc23)c2ccccc12	2.3
133	Clc1ccc(-c2nnc3sc(-c4cccs4)nn23)cc1	0.22
134	COc1ccc(C2c3c(oc4ccc(F)cc4c3=O)C(=O)N2Cc2ccc3c(c2)OCO3)cc1OC (stereo not given)	1.5
135	COc1cc2nc(N3CCCN(C)CC3)nc(NC3CCN(Cc4ccccc4)CC3)c2cc1OC	0.17
136	Cc1ccc(C)c(COc2ccc(C)nc2[N+](=O)[O-])c1	0.37

# A portion of the library, so the mix of outcomes need not match the whole.
